# LMPTP inh – blocks human LMPTP phosphatase | P24666 | recombinant LMPTP-A, OMFP fluorogenic substrate, fluorescence intensity | inhibition, % at 20 µM | actives 0.22% (n = 360,000) | AID 651560;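 active = compounds that cut the enzyme signal by at least half of the control window in the single-dose screen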;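 also: plate controls were DMSO wells with enzyme plus substrate for no effect and substrate without enzyme for full effect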
# Target sequence (P24666 whole entry, looked up): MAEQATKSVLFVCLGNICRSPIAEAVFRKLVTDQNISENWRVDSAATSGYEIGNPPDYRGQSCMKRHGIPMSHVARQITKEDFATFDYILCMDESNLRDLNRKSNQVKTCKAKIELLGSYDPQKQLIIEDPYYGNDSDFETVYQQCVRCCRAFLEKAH
#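 Test system: LMPTP-A, protein tyrosine phosphatase of low molecular weight; Input: 0.625 nM enzyme; Incubation: 50 min dark incubation at room temperature; Signal: endpoint fluorescence intensity from OMFP dephosphorylation; Read-out basis: % inhibition versus control wells.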
# DNMT1 block – blocks human DNA methyltransferase DNMT1. P26358. inhibition (reported as % activation of signal), % at 10 µM. DNMT1 molecular beacon, Hinp1I cleavage, fluorescence. actives 0.83% (n = 360,000); in the data active = inhibition above about 50%
# Tb MetRS inh – Trypanosoma brucei MetRS inhibition. purified T. brucei MetRS, ATP depletion, Kinase-Glo luminescence. inhibition, % at 11.9 µM. actives 0.4% (n = 360,000);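 active = inhibition above a per-plate cutoff of the control wells' mean inhibition plus 3 SD, cut at about 5.5% in these data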;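 also: 0% = DMSO wells median and 100% = median of wells with control inhibitor compound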
#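 Assay system: T. brucei methionyl-tRNA synthetase, purified | Medium: HEPES buffer with MgCl2, KCl, DTT, spermine, BSA, pyrophosphatase | Compound: 11.9 µM single point | Incubation: 15 min enzyme-compound preincubation, 2 h reaction, 10 min detection, 25 °C | Measured by: Kinase-Glo luciferase luminescence reporting remaining unconsumed ATP | Measure: % inhibition normalized to control-well medians | Replication: Singlicate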
# NadD inh – NadD (S. aureus) enzyme inhibition | purified NadD enzyme, colorimetric absorbance read-out | inhibition, % at 20 µM | actives 0.78% (n = 360,000); in the data active = inhibition above about 26%; also: some compounds past the cut are filed as inactive
# Neddylation inh – inhibitors of human cullin neddylation | P61081+Q13564 | TR-FRET cullin neddylation, biochemical | calls only at 25 µM | actives 0.58% (n = 360,000) | AID 651699; in the data active = inhibition above about 36%
# Target sequence (P61081 whole entry, looked up): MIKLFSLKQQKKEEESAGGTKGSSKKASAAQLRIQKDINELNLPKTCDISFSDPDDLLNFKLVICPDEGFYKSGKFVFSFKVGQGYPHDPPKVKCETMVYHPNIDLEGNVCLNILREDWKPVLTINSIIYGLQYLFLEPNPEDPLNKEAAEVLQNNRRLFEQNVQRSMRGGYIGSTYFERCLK
# Target sequence (Q13564 whole entry, looked up): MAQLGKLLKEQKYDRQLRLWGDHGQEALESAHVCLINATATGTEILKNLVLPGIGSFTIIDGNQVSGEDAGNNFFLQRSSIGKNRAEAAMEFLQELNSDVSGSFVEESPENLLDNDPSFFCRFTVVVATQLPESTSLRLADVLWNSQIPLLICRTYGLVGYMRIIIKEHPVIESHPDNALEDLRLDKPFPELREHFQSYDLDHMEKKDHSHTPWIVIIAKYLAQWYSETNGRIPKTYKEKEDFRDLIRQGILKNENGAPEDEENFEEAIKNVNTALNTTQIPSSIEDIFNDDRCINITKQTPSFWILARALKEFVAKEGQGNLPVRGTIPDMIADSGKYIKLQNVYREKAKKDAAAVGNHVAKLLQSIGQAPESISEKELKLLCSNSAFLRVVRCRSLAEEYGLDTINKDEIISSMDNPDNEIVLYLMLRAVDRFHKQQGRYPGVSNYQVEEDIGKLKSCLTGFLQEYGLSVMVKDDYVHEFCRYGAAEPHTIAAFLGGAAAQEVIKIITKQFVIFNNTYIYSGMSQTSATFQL
# STEP block – STEP (human) phosphatase inhibition; inhibition, % at 20 µM; P54829; actives 0.25% (n = 360,000); recombinant STEP, OMFP fluorogenic substrate, fluorescence;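 active = inhibition at 20 µM, scaled per plate between control wells, above about 37%, limit read from the data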;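 also: 0% = DMSO with enzyme and substrate and 100% = substrate only without enzyme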
#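 Material: STEP (striatal-enriched tyrosine phosphatase) enzyme, cell-free | Medium: 50 mM Bis-Tris pH 6.0 with 2.5 mM DTT and 0.005% Tween 20 | Read-out: Percent inhibition scaled to no-enzyme and uninhibited-enzyme controls, plate-pattern corrected | Signal: Fluorescence read at 480 nm ex / 540 nm em | Times: 20 min reaction, room temperature, in the dark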
# NRP1-CendR mod – alters CendR peptide binding to human NRP-1; O14786; FAM-RPARPAR peptide binding to NRP-1, fluorescence polarization; inhibition, % at 25 µM; actives 0.85% (n = 360,000);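 active = inhibition or corrected inhibition above about 18%, plus a signal ratio from 0.5 to 1.5, limit read from the data, passing the limit was not always enough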; also: strong numbers were not always called active
# Scp-1 inhibitor – Scp-1 (human) phosphatase inhibition. Recombinant Scp1, phosphopeptide, malachite green phosphate absorbance. AID 493091. actives 0.88% (n = 340,000). inhibition, % at 20 µM;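 active = inhibition above about 50% at 20 µM, limit read from the data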;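 also: plate controls were DMSO wells with enzyme for no effect and wells lacking enzyme for full effect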
#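 Test system: SCP-1 phosphatase catalytic domain, residues 76-261 | Compound dosing: One concentration, 20 µM, with 1.0% DMSO | Schedule: 45 min room-temperature reaction, 5 min colour, 30 min stabiliser | Detection: Absorbance at 630 nm | Read-out basis: % inhibition of SCP-1 phosphate liberation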
# SKN-1 inh – blocks SKN-1 activity in C. elegans; C. elegans VP596 Pgst-4::GFP/RFP ratio, acrylamide-induced, 24 h; inhibition, % at 21.8 µM; actives 0.49% (n = 360,000);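 active = interference check ratio from 0.5 to 1.5 plus GFP to RFP signal ratio inhibition reaching or exceeding a fixed threshold, cut at about 30% in these data, passing the limit was not always enough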; also: some compounds called inactive have numbers as strong as hits
# SUMO1-SIM PPI – alters human SUMO1 binding to SIM partners | P63165 | SUMO1 binding to a labelled peptide, TR-FRET, 1 h | inhibition, % at 20 µM | actives 0.33% (n = 360,000); in the data active = inhibition above about 37%
# Target sequence (P63165 whole entry, looked up): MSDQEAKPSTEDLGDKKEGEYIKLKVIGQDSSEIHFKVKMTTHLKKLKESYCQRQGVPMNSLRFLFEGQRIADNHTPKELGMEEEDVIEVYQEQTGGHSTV
# The depositor's hits bear a star; i = inactive; nt = no result given. The order is random (roughly 4.6% active in at least one column).
SMILES,LMPTP inh,DNMT1 block,Tb MetRS inh,NadD inh,Neddylation inh,STEP block,NRP1-CendR mod,Scp-1 inhibitor,SKN-1 inh,SUMO1-SIM PPI
COc1cc2[nH]c(=O)n3nc(-c4ccccc4)nc3c2cc1OC,4.2,-1,-0.5,0,nt,6,0,-5,15,14
CCOC(=O)Cn1c(CN2CCN(c3cccc(Cl)c3)CC2)nc2c1c(=O)[nH]c(=O)n2C,-1.0,-2,-0.3,-2,i,0,-8,-7,-3,0
CSc1cc(-c2ccccc2)[nH]c(=O)c1C#N,-1.9,2,0.4,2,i,0,-2,-5,-3,-3
CCOc1ccccc1C(=O)Nc1c[nH]c(=O)[nH]c1=O,0.1,-1,-0.7,-3,i,1,-2,-5,21,-9
O=C(COc1ncnc2ccccc12)NCCCN1CCCC1=O,0.8,1,-0.5,4,i,-1,-7,-4,2,-2
COc1ccc(NC(=S)Nc2ccc3snnc3c2)cc1,-0.2,-3,-1.0,2,i,10,3,28,-15,-5
COc1cc(NC2=CC(=O)CC(C)(C)C2)cc(OC)c1OC,-0.4,-1,0.1,-6,i,-1,-1,2,-23,-5
CC(=O)NC1C(=O)N=C(SCC(=O)NCc2ccccc2)NC1=O (centres undefined),-1.4,2,-1.5,-7,i,-2,6,0,-5,2
CCCN1CCC(=O)N([C@H](CSc2ccc(OC)cc2)CC(C)C)CC1,-3.0,-2,-0.7,-4,i,-2,17,-2,6,-4
Cc1onc(-c2ccccc2Cl)c1C(=O)Nc1ccc(CN2CCCC2)cc1,0.3,-4,-0.6,3,i,-3,-1,-2,7,-4
O=C(NCc1ccccn1)C1CCC(CNS(=O)(=O)c2cccc3nsnc23)CC1 (centres undefined),-0.5,2,-0.1,0,i,0,-10,-1,-17,-26
C[C@H](CO)N1C[C@H](C)[C@@H](CN(C)Cc2ccc(C(=O)Nc3ccccc3N)cc2)Oc2c(NC(=O)C3CCCCC3)cccc2C1=O,1.3,-16,-0.2,5,i,0,5,-11,-6,4
CC1(C)Cc2c(C#N)c(N)n(-c3ccccc3)c(=S)c2CO1,-2.4,-2,-0.2,-2,i,2,1,-4,14,-12
FC(F)(F)c1ccc(NC2=NCCC2)cc1,0.3,14,-1.2,-1,i,-2,7,-3,3,5
COc1ccc2[nH]c(=O)c(CN(CCO)C(=O)c3cccs3)cc2c1,-0.2,0,-0.1,-4,i,-3,0,-4,1,1
CC(O)(c1cccnc1)c1nc(-c2cccc3cccnc23)cs1 (centres undefined),0.8,21,-0.5,1,i,2,11,nt,10,-21
Cc1cccc(C(=O)OCC(=O)N2CCC(c3ccccc3)=N2)c1O,3.2,-3,-0.3,0,i,0,0,-4,13,-12
CC(C(=O)Nc1cccc([N+](=O)[O-])c1)N1C(=O)NC2(CCCC2)C1=O (centres undefined),0.6,0,-0.2,1,i,-2,8,-5,-10,-23
O=C(Nn1c(-c2ccc(Br)cc2)nc2ccccc2c1=O)c1ccc([N+](=O)[O-])cc1,0.2,5,8.7*,-1,i,0,4,-1,-1,-8
COc1ccc(Nc2nc(N)c(C(=O)c3ccc(OC)cc3)s2)cc1,1.4,-16,0.2,5,i,4,6,-2,9,-17
CC(C(=O)Nc1ccc2c(c1)OCO2)n1cnc2c1c(=O)n(C)c(=O)n2C (centres undefined),-0.8,-9,-0.3,5,i,-4,12,-1,2,8
CCCc1ccc(Oc2cn[nH]c2-c2ccc(O)cc2O)cc1,2.4,-15,-0.7,9,i,-1,-1,-3,2,10
C=CCNC(=O)c1ccc(S(=O)(=O)CC)c(Cl)c1Cl,0.2,-1,0.5,2,i,0,0,3,0,-1
Cc1c(Br)cc(-c2nnco2)cc1Br,-0.1,7,-0.5,-4,i,-2,21*,-9,13,-2
O=C1CCC/C1=C\c1ccccc1,-0.8,0,0.4,-4,i,-1,6,-14,-8,-6
COc1ccc(S(=O)(=O)N2CCC(C(=O)N3CCOCC3)CC2)cc1OC,-2.6,0,-0.6,4,i,-1,-2,1,-1,2
CCCC(=O)OCC(=O)Nc1ccccc1Sc1ccccc1,1.1,-2,-0.3,-5,i,1,0,-8,-3,-3
CCc1nc2ccc(C(=O)NCCOc3ccc(OC)cc3)cn2c1N(CC)Cc1ccc(OC)c(OC)c1,-2.6,-5,-0.2,2,i,0,0,nt,-11,-1
CC(=O)OC(COc1cccc(C)c1)Cn1cnc2ccccc21 (centres undefined),0.0,9,-1.4,-5,i,-4,17,-3,8,-2
Cc1cccc(C)c1N1C(=O)C2ON(c3ccccc3)C(c3ccncc3)C2C1=O (centres undefined),0.1,-8,-0.9,7,i,-1,-6,-2,26,-3
O=C(Cn1ncc2c([nH]c3ccccc32)c1=O)N1CCc2ccccc2C1,-1.6,11,-0.6,-1,i,0,16,-3,7,-3
Cc1ccc(S(=O)(=O)N2CCC(=O)N([C@H](COCc3cccc(C(F)(F)F)c3)C(C)C)CC2)cc1,1.9,nt,0.3,5,i,nt,-4,nt,4,5
CC1=C(O)C(=O)C(C2=C(O)C(=O)C(C)=C(O)C2=O)=C(O)C1=O,3.8,1,0.9,17,i,65*,-50,-1,13,-13
O=C(Cc1ccc(Br)cc1)NCCCn1ccnc1,0.6,-2,1.9,-5,i,1,-11,-2,3,3
Cc1c(O)nc(SCC(=O)Nc2nccs2)n(-c2ccccc2F)c1=O,-0.7,1,0.0,-1,i,0,-5,-5,5,-2
Cc1ccc(CNC(=O)C2CCCN(c3ncnc4c3nc3n4CCCCC3)C2)cc1 (centres undefined),-0.7,-1,-0.2,4,i,-1,-1,-2,9,4
CC1CC(C)(C)CC2(C1)NC(=O)N(CC(=O)N1CCN(S(=O)(=O)c3cccc(F)c3)CC1)C2=O (centres undefined),0.1,1,-0.5,0,i,3,12,2,-3,0
C#Cc1cccc(C(=O)N(Cc2cccnc2)CC2CCCN(C3CCCCC3)C2)c1 (centres undefined),-0.3,-1,0.0,-1,i,1,-1,nt,4,-8
Cc1ccc(CNC(=O)CSc2nc3ccccc3[nH]2)cc1,-0.8,0,3.2,-5,i,1,11,6,2,-1
COc1ccc(-c2nc3ccccc3c(=O)n2CCCn2ccnc2)cc1,-0.5,10,-0.5,3,i,-2,7,-8,-7,-2
Cc1ccc(C2C(C#N)=C(N)Oc3cc4c(cc32)OCO4)cc1 (centres undefined),2.0,-8,1.4,2,i,0,-7,-17,22,-18
Cc1ccc(C)c(Nc2nn3c(=O)c4ccc(C(=O)NCc5cccnc5)cc4nc3s2)c1,9.0,-9,-0.1,1,i,27,-12,-1,11,36
CCOC(=O)c1c(C)c(C(=O)N(C)C2CCCCC2)c(C)n1C,0.7,-1,-0.6,6,i,2,3,-6,8,1
CCn1c(=N)n(CCOc2ccc(OC)cc2)c2ccccc21,-0.1,-1,0.1,-8,i,-7,12,-5,-3,1
O=C1c2ccccc2NC(c2ccc(Br)o2)N1O (centres undefined),0.7,2,-0.3,2,i,2,-7,1,10,-4
CC1(c2ccc(Cl)cc2)NC(=O)N(CC(=O)NC2CCCCC2)C1=O (centres undefined),-3.0,3,-0.2,-2,i,0,8,-2,11,2
CCN1C(=O)c2cccc3c(S(=O)(=O)NCC4CCCO4)ccc1c23 (centres undefined),-2.0,-1,-0.5,-4,nt,-2,-8,4,-3,-26
CCOC(=O)c1ccccc1NC(=O)c1ccc(NS(C)(=O)=O)cc1,0.7,-5,-1.1,-1,i,-3,1,32,14,2
O=C(c1ccccc1F)N1CCN(c2ccccc2F)CC1,-1.9,-5,-1.5,-3,i,0,1,-2,-20,-4
CC(=O)N1CCN(c2ccc(NC(=O)c3cccc(OCc4ccccc4)c3)cc2)CC1,-0.2,-12,-1.1,-2,i,2,3,-1,5,-1
N#Cc1ccccc1OCC(=O)Nc1nc(-c2ccccn2)cs1,3.5,-2,0.5,7,i,12,0,nt,12,12
O=C1NC(=O)c2c(Br)c(Br)c(Br)c(Br)c21,32,33,-0.3,30*,i,1,3,3,-1,-460
O=C(COC(=O)c1ccccc1NCCO)NCCc1ccccc1,-1.3,2,-0.3,1,nt,1,0,2,17,5
CCOC(=O)COc1cc(Br)c(/C=N/Nc2ccccc2)cc1OC,1.8,3,-0.2,-9,i,-3,14,-7,0,-4
COc1ccc(/C=C/C(=O)c2ccc(NC3=NCCCS3)cc2)cc1OC,4.0,-2,-0.5,3,i,5,-16,-4,13,-10
Cc1c(CC(=O)O)c(=O)oc2c(C)c(OCc3ccc(F)cc3F)ccc12,1.4,1,-1.7,6,nt,4,2,28,2,0
O=C(Nc1ccc2c(c1)OCCO2)C(c1ccccc1)n1c(=O)c(-c2cc3ccccc3[nH]2)nc2ccccc21 (centres undefined),3.9,nt,-0.4,nt,nt,nt,12,nt,16,0
CCCNc1nc2nc3ccccn3c(=O)c2cc1C(=O)NCCN1CCOCC1,6.8,1,-0.1,-2,nt,3,9,-4,10,-36
CC(C)Cc1ccc(CN2CCCC(NC(=O)c3cccc(-n4cnnc4)c3)C2)cc1 (centres undefined),1.0,3,-0.7,-7,i,0,10,-4,-7,-4
CSc1cccc(NC(=O)CNC(=O)C2CCCCC2)c1,-0.5,-2,-0.3,-24,i,0,10,-5,-7,1
Cc1cc(NC(=O)CSc2nnc(-c3ccoc3C)o2)no1,-1.1,5,-0.5,1,i,-1,2,-6,5,1
c1ccc(OCc2ccc(CCCN3CCOCC3)cc2)cc1,0.8,2,-0.4,-7,i,0,-3,-13,5,0
COC(=O)c1cccc(NC(=S)Nc2ccc(Cl)c(Cl)c2)c1,-2.0,-3,-1.0,0,i,1,19,5,16,6

# Profiles, quoted from the list.
# O=C1NC(=O)c2c(Br)c(Br)c(Br)c(Br)c21 is entered as LMPTP inh: 32; DNMT1 block: 33; Tb MetRS inh: -0.3; NadD inh: 30*; Neddylation inh: i; STEP block: 1; NRP1-CendR mod: 3; Scp-1 inhibitor: 3; SKN-1 inh: -1; SUMO1-SIM PPI: -460
# O=C(COC(=O)c1ccccc1NCCO)NCCc1ccccc1 is entered as LMPTP inh: -1.3; DNMT1 block: 2; Tb MetRS inh: -0.3; NadD inh: 1; Neddylation inh: nt; STEP block: 1; NRP1-CendR mod: 0; Scp-1 inhibitor: 2; SKN-1 inh: 17; SUMO1-SIM PPI: 5

# Ordered by length of the SMILES (ascending): some entries from above.
SMILES,LMPTP inh,DNMT1 block,Tb MetRS inh,NadD inh,Neddylation inh,STEP block,NRP1-CendR mod,Scp-1 inhibitor,SKN-1 inh,SUMO1-SIM PPI
O=C1c2ccccc2NC(c2ccc(Br)o2)N1O (centres undefined),0.7,2,-0.3,2,i,2,-7,1,10,-4
CCOC(=O)c1c(C)c(C(=O)N(C)C2CCCCC2)c(C)n1C,0.7,-1,-0.6,6,i,2,3,-6,8,1
Cc1ccc(C)c(Nc2nn3c(=O)c4ccc(C(=O)NCc5cccnc5)cc4nc3s2)c1,9.0,-9,-0.1,1,i,27,-12,-1,11,36

# From PubChem
